TCR-CD3 inh: human TCR-CD3 binding inhibition. hit rate 0.37% among 360,000. AID 651800. inhibition, % at 9.4 µM. TAMRA-labeled TCR probe fluorescence, biochemical; in the data active = inhibition above about 19%;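 note: recombinant mutant TCR 2C K166C tagged with TAMRA read by polarization; 0% = receptor in buffer alone and 100% = receptor with positive control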
HTRA1 inh: blocks human HTRA1 serine peptidase; AID 504803; Q92743; recombinant HTRA1, FP-rhodamine activity-based probe, fluorescence polarization; hit rate 0.5% among 340,000; inhibition, % at 5.96 µM; in the data active = inhibition above about 36%;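 note: 0% = enzyme with DMSO and 100% = wells lacking enzyme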
Target sequence (Q92743 whole entry, looked up): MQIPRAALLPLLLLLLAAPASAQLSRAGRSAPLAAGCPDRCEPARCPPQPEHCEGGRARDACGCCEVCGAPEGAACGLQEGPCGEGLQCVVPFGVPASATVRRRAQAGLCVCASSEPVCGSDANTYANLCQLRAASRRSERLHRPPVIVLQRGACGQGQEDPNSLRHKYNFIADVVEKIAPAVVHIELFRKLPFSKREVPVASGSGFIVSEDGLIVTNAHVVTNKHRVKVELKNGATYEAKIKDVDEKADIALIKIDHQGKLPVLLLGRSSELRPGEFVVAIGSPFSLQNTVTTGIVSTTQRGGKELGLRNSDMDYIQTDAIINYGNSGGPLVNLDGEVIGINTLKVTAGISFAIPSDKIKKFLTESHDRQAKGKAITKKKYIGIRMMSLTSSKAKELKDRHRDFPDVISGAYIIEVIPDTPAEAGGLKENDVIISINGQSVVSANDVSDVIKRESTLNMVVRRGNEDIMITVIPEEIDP
PRMT1 FP inh: PRMT1 (human) inhibition, primary screen. recombinant PRMT1, activity-based probe fluorescence polarization. inhibition, % at 2.79 µM. hit rate 1.3% among 370,000. AID 652257;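 active = inhibition above about 21% made by adding two undisclosed values, limit read from the data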
Target sequence (Q99873 whole entry, looked up): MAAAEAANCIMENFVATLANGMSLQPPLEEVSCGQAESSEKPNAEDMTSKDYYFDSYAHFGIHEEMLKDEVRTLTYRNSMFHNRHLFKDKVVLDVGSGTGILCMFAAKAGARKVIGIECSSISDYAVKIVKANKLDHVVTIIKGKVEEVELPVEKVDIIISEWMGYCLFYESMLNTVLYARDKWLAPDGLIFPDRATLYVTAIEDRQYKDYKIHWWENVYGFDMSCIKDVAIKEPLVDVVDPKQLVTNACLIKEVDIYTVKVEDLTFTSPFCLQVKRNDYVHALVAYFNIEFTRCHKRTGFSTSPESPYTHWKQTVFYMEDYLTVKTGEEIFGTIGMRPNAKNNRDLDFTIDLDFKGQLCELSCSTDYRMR
LEDGF integ inh: blocks HIV-1 LEDGF/p75-dependent DNA integration; TR-FRET IN-LEDGF/p75 DNA integration, Eu/Cy5; inhibition, % at 3.7 µM; hit rate 0.64% among 370,000; AID 743269;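 active = inhibition above the screen-wide mean plus 3 SD, cut at about 13% in these data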;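 note: signal is the Cy5 over europium emission ratio at 671 and 618 nm; 0% = plate median of compound wells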
Tn7 DDE FP: disrupts Tn7 cyclic peptide binding to fibrin D-Dimer-E complex | inhibition, % at 8.3 µM | P02675 | hit rate 0.13% among 370,000 | FP displacement of FITC-Tn7 peptide from fibrin DD(E); 0% = median of compound wells per plate;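 active = inhibition above the mean of compounds falling within the control limits plus 3 SD of them, cut at about 14% in these data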;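 note: 0% = plate median of compound wells and 100% = 10 µM Aha-Tn7 peptide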
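Test system: human clot-derived fibrin DD(E) complex / Quantity: 2 µM final DD(E) protein / Incubation: 10 min plus 3 h, room temperature / Measured by: fluorescence polarization / Benchmarks: high control of 10 µM Aha-Tn7 peptide / Replicates: singlicate testing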
PG9 Ab binder: PG9 antibody binding by small molecule; inhibition, % at 6.7 µM; hit rate 0.43% among 360,000; AID 624416; TR-FRET gp120-PG9 antibody binding; in the data active = inhibition above about 8.5%
UHRF1 binding: blocks human UHRF1 binding to methylated DNA. Q96T88. UHRF1 binding to methylated oligo, TR-FRET. inhibition, % at 4.4 µM. hit rate 0.75% among 370,000. AID 687016; in the data active = inhibition above about 21%;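 note: UHRF1 SRA domain binding a hemimethylated CpG hairpin DNA probe; 0% = median of test compound wells and 100% = reference inhibitor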
ABHD4 inh: inhibitors of mouse ABHD4; Q8VD66; purified mABHD4, FP-Rh probe fluorescence polarization; inhibition, % at 8.92 µM; hit rate 0.54% among 370,000;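 active = inhibition exceeding the mean over every tested compound plus 3 SD, cut at about 30% in these data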;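 note: 0% = plate median of compound wells and 100% = S159A mutant with DMSO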
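assay system = mABHD4 protein | compound dosing = single nominal dose of 8.92 µM, 0.89% DMSO final | read-out basis = percent inhibition of probe binding, normalized to plate controls | schedule = Enzyme–compound pre-incubation 45 min, then probe 60 min, both 25 °C | detection = fluorescence polarization, excitation 525 nm, emission 598 nm, BODIPY TMR filters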
TDP2 absorb: blocks human TDP2 phosphodiesterase activity | O95551 | recombinant TDP2, T5PNP hydrolysis, p-nitrophenol absorbance 415 nm | inhibition, % at 12.8 µM | hit rate 0.34% among 370,000;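 active = inhibition above the mean of all tested compounds plus 3 SD, set per campaign, cut at about 25% in these data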;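 note: 0% = DMSO with enzyme and 100% = buffer with substrate but no TDP2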
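Read-out basis: percent inhibition. System: recombinant human TDP2. Buffer or medium: Mg2+-containing Tris-HCl buffer, pH 7.5. Repeats: single replicate. Timing: reaction 2 h, 37 °C. Benchmarks: high control without enzyme, low control DMSO plus TDP2. Probe or stimulus: 5 mM T5PNP. Doses: 12.8 µM only. Measured by: epi absorbance of p-nitrophenol freed from T5PNP by hydrolysis.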
SIAE inh: inhibitors of human sialic acid acetylesterase SIAE. Q9HAT2. SIAE FP-Rh probe binding, fluorescence polarization. inhibition, % at 9.66 µM. hit rate 0.69% among 370,000. AID 1053197;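 active = inhibition above a cutoff: mean of compounds within the control limits plus 3 SD of those, cut at about 17% in these data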;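 note: 0% = plate median of compound wells and 100% = probe without SIAE protein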
* marks the source's active call; other numbers are inactive results.

Screening CCN1C(=O)[C@@H]2[C@@H](c3ccc(-c4ccc(OC)cc4)cc3)N3CCCC[C@@]3(C(=O)OC)[C@@H]2C1=O returned TCR-CD3 inh 5, HTRA1 inh -14, PRMT1 FP inh 1, LEDGF integ inh -2, Tn7 DDE FP -6, PG9 Ab binder -0.4, UHRF1 binding 1, ABHD4 inh -10, TDP2 absorb -11 and SIAE inh -3.
COc1ccc(NC(=O)CS(=O)CC(=O)Nc2ccc(OC)c(OC)c2)cc1 (stereo not given) was read as TCR-CD3 inh -7, HTRA1 inh -6, PRMT1 FP inh -5, LEDGF integ inh 0, Tn7 DDE FP -6, PG9 Ab binder 0.0, UHRF1 binding -1, ABHD4 inh -4, TDP2 absorb 4 and SIAE inh 0.
For COc1cccc(Oc2ccc(N/C=C/C(=O)C(C)(C)C)cc2)c1 the results were TCR-CD3 inh 2, HTRA1 inh -6, PRMT1 FP inh -4, LEDGF integ inh -2, Tn7 DDE FP -6, PG9 Ab binder -4.7, UHRF1 binding -3, ABHD4 inh -3, TDP2 absorb -24 and SIAE inh -7.
Screening CN(C)CCCNc1ncnc2scc(-c3ccccc3)c12 returned TCR-CD3 inh 8, HTRA1 inh 1, PRMT1 FP inh -1, LEDGF integ inh -3, Tn7 DDE FP 1, PG9 Ab binder -0.6, UHRF1 binding 3, ABHD4 inh 13, TDP2 absorb 5 and SIAE inh -3.
For CC(C)(C)C1CCN2CCC[C@](c3ccccc3)(C1)C2OCCCO (stereo not given in full) the results were TCR-CD3 inh 5, PRMT1 FP inh -7, LEDGF integ inh 1, Tn7 DDE FP -4, PG9 Ab binder -2.2, UHRF1 binding 14, ABHD4 inh 2, TDP2 absorb -4 and SIAE inh 4.
`Clc1ccc(Cn2c(-c3cccnc3Cl)nc3ccccc32)c(Cl)c1` gave TCR-CD3 inh 1, HTRA1 inh -16, PRMT1 FP inh 1, LEDGF integ inh 0, Tn7 DDE FP -3, PG9 Ab binder -1.0, UHRF1 binding 1, ABHD4 inh -6, TDP2 absorb -1 and SIAE inh 2.
`Cc1cccc(SCc2noc(C(=O)NC(C)C)c2C(=O)O)c1` gave TCR-CD3 inh 5, HTRA1 inh -5, PRMT1 FP inh -1, LEDGF integ inh 0, Tn7 DDE FP 0, PG9 Ab binder -0.6, UHRF1 binding -1, ABHD4 inh -2, TDP2 absorb 2 and SIAE inh -3.
For Cc1ccc(C(=O)N2CC(=O)NC(=O)C2)cc1 the results were TCR-CD3 inh -7, HTRA1 inh 9, PRMT1 FP inh 0, LEDGF integ inh -1, Tn7 DDE FP 3, PG9 Ab binder -0.4, UHRF1 binding -3, ABHD4 inh 3, TDP2 absorb 14 and SIAE inh 8.
N#CCCN(Cc1cccnc1)C(=S)NC1CC2C=CC1C2 (stereo not given) was read as TCR-CD3 inh 6, HTRA1 inh -3, PRMT1 FP inh -1, LEDGF integ inh 2, Tn7 DDE FP -1, PG9 Ab binder -1.0, UHRF1 binding 1, ABHD4 inh 0, TDP2 absorb 0 and SIAE inh -3.
For Nc1cc2sc(-c3ccc(C(=O)O)cc3)nc2cc1Cl the results were TCR-CD3 inh -7, HTRA1 inh 4, PRMT1 FP inh 3, LEDGF integ inh -1, Tn7 DDE FP 1, PG9 Ab binder 8.6*, UHRF1 binding -4, ABHD4 inh 20, TDP2 absorb 6 and SIAE inh -20.
Screening CCCn1c(SCC(=O)Nc2ccc(S(=O)(=O)N3CCOCC3)cc2)n[nH]c1=O returned TCR-CD3 inh -1, HTRA1 inh 8, PRMT1 FP inh 1, LEDGF integ inh 0, Tn7 DDE FP 4, PG9 Ab binder -0.6, UHRF1 binding 0, ABHD4 inh 5, TDP2 absorb -7 and SIAE inh 4.
For Cc1ccc(OCCN2C(=O)OC(C)(C)C2(C)O)cc1 (stereo not given) the results were TCR-CD3 inh -7, HTRA1 inh 3, PRMT1 FP inh 1, LEDGF integ inh -2, Tn7 DDE FP 2, PG9 Ab binder -0.6, UHRF1 binding 0, ABHD4 inh 5, TDP2 absorb -6 and SIAE inh 1.
For CN(CCN1CCOCC1)C(=O)CC1C(=O)NCCN1Cc1ccccc1C(F)(F)F (stereo not given) the results were TCR-CD3 inh -6, HTRA1 inh 3, PRMT1 FP inh -2, LEDGF integ inh 3, Tn7 DDE FP 1, PG9 Ab binder 0.2, UHRF1 binding -3, ABHD4 inh -3, TDP2 absorb -2 and SIAE inh 6.
For OC(COc1ccc(CNCCc2ccc(C(F)(F)F)cc2)cc1)CN1CCCCC1 (stereo not given) the results were TCR-CD3 inh 1, HTRA1 inh -1, PRMT1 FP inh -8, LEDGF integ inh 4, Tn7 DDE FP 2, PG9 Ab binder -3.6, UHRF1 binding -1, ABHD4 inh -1, TDP2 absorb -1 and SIAE inh 0.
Screening Cc1ccc(NC(=O)CSc2nc3c(c(=O)[nH]2)CCC3)cc1C returned TCR-CD3 inh -6, HTRA1 inh -22, PRMT1 FP inh -5, LEDGF integ inh -5, Tn7 DDE FP -4, PG9 Ab binder 0.1, UHRF1 binding 1, ABHD4 inh -2, TDP2 absorb 4 and SIAE inh -3.
For CCOC(=O)c1c(NC(=O)Cc2ccccc2)sc2c1CC(C)(C)NC2(C)C the results were TCR-CD3 inh -1, HTRA1 inh -10, PRMT1 FP inh -5, LEDGF integ inh -2, Tn7 DDE FP 1, PG9 Ab binder 0.8, UHRF1 binding -1, ABHD4 inh -3, TDP2 absorb -1 and SIAE inh 2.
For Cc1ccc(F)cc1C(=O)N1CCCC(c2nc(-c3cccs3)no2)C1 (stereo not given) the results were PRMT1 FP inh -3, LEDGF integ inh -4, Tn7 DDE FP -2, UHRF1 binding 2, ABHD4 inh 6, TDP2 absorb 6 and SIAE inh 6.
Screening Cc1ccc(Cn2c(SCC(=O)N(C)C3CCS(=O)(=O)C3)nc3ccccc3c2=O)cc1 (stereo not given) returned TCR-CD3 inh 0, HTRA1 inh -7, PRMT1 FP inh -2, LEDGF integ inh -1, Tn7 DDE FP 4, PG9 Ab binder -3.2, UHRF1 binding 1, ABHD4 inh 0, TDP2 absorb -10 and SIAE inh 4.
For COc1cccc(NC(=O)CN(C2=NC3CS(=O)(=O)CC3S2)c2cccc(C)c2)c1 (stereo not given) the results were TCR-CD3 inh -4, HTRA1 inh 2, PRMT1 FP inh 2, LEDGF integ inh 2, Tn7 DDE FP -4, PG9 Ab binder 1.6, UHRF1 binding 3, ABHD4 inh -1, TDP2 absorb 5 and SIAE inh -4.
For Cc1ccc(S(=O)(=O)N2CCCCC2)cc1C(=O)N(C)CCOc1ccccc1 the results were TCR-CD3 inh 3, HTRA1 inh -1, PRMT1 FP inh 1, LEDGF integ inh 0, Tn7 DDE FP 1, PG9 Ab binder 0.7, UHRF1 binding -1, ABHD4 inh 3, TDP2 absorb -5 and SIAE inh 16.
For O=C(COC(=O)c1ccccn1)Nc1cccc(Cl)c1 the results were TCR-CD3 inh 4, HTRA1 inh -1, PRMT1 FP inh 2, LEDGF integ inh -1, Tn7 DDE FP 1, PG9 Ab binder 0.3, UHRF1 binding -2, ABHD4 inh -4, TDP2 absorb 6 and SIAE inh -1.
`CCC(C)(O)c1[nH]c2ccc(C#N)cc2c1C` (stereo not given) gave TCR-CD3 inh 0, HTRA1 inh -15, PRMT1 FP inh -2, LEDGF integ inh -2, Tn7 DDE FP 0, PG9 Ab binder -0.1, UHRF1 binding 0, ABHD4 inh 1, TDP2 absorb 4 and SIAE inh 0.
`CC(C)CCN1C(=O)c2ccc(C(=O)OCC(=O)N(CC(C)C)C3CCS(=O)(=O)C3)cc2C1=O` (stereo not given) gave TCR-CD3 inh 6, HTRA1 inh 0, PRMT1 FP inh -1, LEDGF integ inh 1, Tn7 DDE FP 2, PG9 Ab binder -0.8, UHRF1 binding -1, ABHD4 inh 1, TDP2 absorb -6 and SIAE inh -5.
Cc1cccc(OCc2nnc(SCC(=O)OC3CCCCC3)o2)c1 was read as TCR-CD3 inh -8, HTRA1 inh -17, PRMT1 FP inh -3, LEDGF integ inh 2, Tn7 DDE FP -6, PG9 Ab binder 0.7, UHRF1 binding 6, ABHD4 inh -6, TDP2 absorb -15 and SIAE inh -1.
Screening CCN(CC(=O)NCc1ccc(Cl)cc1)C(=O)CSc1ccc(Br)cc1 returned TCR-CD3 inh -1, HTRA1 inh -13, PRMT1 FP inh -3, LEDGF integ inh -2, Tn7 DDE FP 1, PG9 Ab binder -2.4, UHRF1 binding -1, ABHD4 inh -5, TDP2 absorb 1 and SIAE inh -2.
`CC(C(=O)N1CCc2ccccc21)N1CCN(c2cccc(C(F)(F)F)c2)CC1` (stereo not given) gave TCR-CD3 inh 0, HTRA1 inh -15, PRMT1 FP inh 4, LEDGF integ inh -2, Tn7 DDE FP -6, PG9 Ab binder -1.5, UHRF1 binding -1, ABHD4 inh 6, TDP2 absorb -7 and SIAE inh 5.
For CC(C)OCCCNCC(O)c1ccccc1 (stereo not given) the results were TCR-CD3 inh 0, HTRA1 inh 0, PRMT1 FP inh 1, LEDGF integ inh 0, Tn7 DDE FP 3, PG9 Ab binder -0.7, UHRF1 binding 2, ABHD4 inh 7, TDP2 absorb 5 and SIAE inh 2.

Arranged by SMILES length (smallest number first): some entries from above
Screening CN(C)CCCNc1ncnc2scc(-c3ccccc3)c12 returned TCR-CD3 inh 8, HTRA1 inh 1, PRMT1 FP inh -1, LEDGF integ inh -3, Tn7 DDE FP 1, PG9 Ab binder -0.6, UHRF1 binding 3, ABHD4 inh 13, TDP2 absorb 5 and SIAE inh -3.
`CC(C(=O)N1CCc2ccccc21)N1CCN(c2cccc(C(F)(F)F)c2)CC1` (stereo not given) gave TCR-CD3 inh 0, HTRA1 inh -15, PRMT1 FP inh 4, LEDGF integ inh -2, Tn7 DDE FP -6, PG9 Ab binder -1.5, UHRF1 binding -1, ABHD4 inh 6, TDP2 absorb -7 and SIAE inh 5.
For COc1cccc(NC(=O)CN(C2=NC3CS(=O)(=O)CC3S2)c2cccc(C)c2)c1 (stereo not given) the results were TCR-CD3 inh -4, HTRA1 inh 2, PRMT1 FP inh 2, LEDGF integ inh 2, Tn7 DDE FP -4, PG9 Ab binder 1.6, UHRF1 binding 3, ABHD4 inh -1, TDP2 absorb 5 and SIAE inh -4.
Screening CCN1C(=O)[C@@H]2[C@@H](c3ccc(-c4ccc(OC)cc4)cc3)N3CCCC[C@@]3(C(=O)OC)[C@@H]2C1=O returned TCR-CD3 inh 5, HTRA1 inh -14, PRMT1 FP inh 1, LEDGF integ inh -2, Tn7 DDE FP -6, PG9 Ab binder -0.4, UHRF1 binding 1, ABHD4 inh -10, TDP2 absorb -11 and SIAE inh -3.
